# TNAP inh hi DEA: TNAP (human) inhibition, high acceptor | inhibition, % at 20 µM | purified TNAP, CDP-star luminescence, 1 M DEA | hit rate 0.03% among 200,000 | AID 1135;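 active = over 50% inhibition of tissue-nonspecific alkaline phosphatase at 20 µM in the single-dose screen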;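 note: plate controls were DMSO wells for no effect and EDTA-quenched wells as full inhibition for full effect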
# Target sequence (P05186 whole entry, looked up): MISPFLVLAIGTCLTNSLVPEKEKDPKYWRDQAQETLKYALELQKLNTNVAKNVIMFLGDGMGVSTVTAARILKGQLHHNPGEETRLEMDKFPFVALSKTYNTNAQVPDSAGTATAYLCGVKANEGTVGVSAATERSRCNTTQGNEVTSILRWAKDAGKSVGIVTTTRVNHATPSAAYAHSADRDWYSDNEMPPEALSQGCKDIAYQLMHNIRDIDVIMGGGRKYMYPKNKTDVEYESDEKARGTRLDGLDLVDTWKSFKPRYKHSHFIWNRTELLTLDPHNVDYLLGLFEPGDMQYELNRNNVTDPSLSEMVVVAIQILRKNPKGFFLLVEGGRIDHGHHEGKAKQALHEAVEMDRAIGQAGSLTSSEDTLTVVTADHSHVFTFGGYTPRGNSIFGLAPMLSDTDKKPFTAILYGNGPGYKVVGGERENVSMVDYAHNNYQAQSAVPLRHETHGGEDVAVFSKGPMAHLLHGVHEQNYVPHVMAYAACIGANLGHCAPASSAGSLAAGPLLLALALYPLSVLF
# Diaph inh CS: counter-screen for diaphorase-based assays: diaphorase inhibitors and chemical oxidizers | inhibition, % at 20 µM | hit rate 0.69% among 190,000 | diaphorase resazurin-to-resorufin fluorescence, NADH, 16 min; bacterial (C. kluyveri) enzyme, not human;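 active = primary screen inhibition at 20 µM above a set limit, cut at about 50% in these data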;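 note: plate controls were DMSO with full reaction for no effect and wells lacking NADH for full effect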
#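 Assay system – diaphorase enzyme from Clostridium kluyveri · Amount – diaphorase 0.14 U/mL (working solution) · Times – reaction incubation of 16 min at room temperature · Controls – No-NADH positive control and DMSO neutral control · Signal – resorufin fluorescence 544/590 nm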
# PMI act satM6P: activators of human phosphomannose isomerase at near-saturating mannose 6-phosphate. P34949. hit rate 0.34% among 190,000. AID 1216. activation factor at 20 µM. coupled PMI enzyme assay, resazurin fluorescence, 20 min; stronger effect = higher value; 1 = untreated enzyme, 0 = substrate-free blank;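 active = activation factor of 2 or more at 20 µM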
#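 Test system: human phosphomannose isomerase with PGI, G6PDH, diaphorase coupling enzymes / Doses: 20 µM compound, 1% DMSO / Times: enzyme reaction with compound 20 min at room temperature / Measured by: Diaphorase-driven resazurin-to-resorufin fluorescence, excitation 544, emission 590 nm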
# TNAP act hiacc: TNAP (human) activation, high acceptor; P05186; 200,000 tested, under 10 active; activation factor at 20 µM; purified TNAP, CDP-star luminescence, 1 M DEA, 30 min; stronger effect = higher value; 0 = EDTA background, 1 = DMSO-only activity;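 active = activation factor at least 2 at 20 µM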
#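 system = human TNAP | amount = enzyme diluted 1/800 final | reagent = 100 µM CDP-star substrate | signal = luminescent substrate turnover signal | dosing = one dose, 20 µM | benchmarks = EDTA negative control, DMSO positive control | measure = activation factor | timing = 30 min reaction, room temperature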
# Diaphorase act: diaphorase activation or chemical reduction counter-screen. Diaphorase/resazurin coupled assay, resorufin fluorescence, 16 min; stronger effect = higher value; 1 = vehicle wells, 0 = NADH-free wells. activation factor at 20 µM. hit rate 0.005% among 190,000. AID 1229;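 active = diaphorase activity raised at least twofold by the compound at 20 µM; inactive = activation factor below 2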
#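 Material: Clostridium kluyveri diaphorase, purified enzyme; Quantity: enzyme 0.07 U/mL final; Medium: HEPES pH 7.4 buffer with MgCl2 and Tween 20; Dosing: single compound dose of 20 µM, 1% DMSO final; Schedule: 16 min reaction at room temperature; Measured by: red resorufin fluorescence at 544/590 nm excitation/emission.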
# G6PDH counter: inhibits Leuconostoc G6PDH, flagging false hits in G6PDH-based assays; Purified L. mesenteroides G6PDH, diaphorase/resazurin coupled fluorescence, 45 min; inhibition, % at 5 µM; hit rate 0.12% among 200,000; AID 1020; in the data active = inhibition above about 50%
# HMGR II inh: blocks class II HMG-CoA reductase of Enterococcus faecalis; purified E. faecalis HMGR, NADPH absorbance 340 nm kinetic; inhibition, % at 10 µM; hit rate 0.41% among 190,000; AID 1066;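 active = inhibition above a set limit, the median over all tested compounds plus 3 SD, cut at about 9.5% in these data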;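 note: enzyme runs in reverse so mevalonate oxidation gives rising NADPH absorbance; 0% = complete reaction with DMSO and 100% = background rate lacking mevalonate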
# FLuc act counter: firefly luciferase counter-screen for stimulation assays; P08659; ATPlite luciferase biochemical, luminescence, 10 min; 0 = ATP-free wells, 1 = DMSO control; activation factor at 10 µM; 200,000 tested, under 10 active;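 active = luciferase activation factor, scaled between plate controls, of at least 2 with compound at 10 µM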
# Target sequence (P08659 whole entry, looked up): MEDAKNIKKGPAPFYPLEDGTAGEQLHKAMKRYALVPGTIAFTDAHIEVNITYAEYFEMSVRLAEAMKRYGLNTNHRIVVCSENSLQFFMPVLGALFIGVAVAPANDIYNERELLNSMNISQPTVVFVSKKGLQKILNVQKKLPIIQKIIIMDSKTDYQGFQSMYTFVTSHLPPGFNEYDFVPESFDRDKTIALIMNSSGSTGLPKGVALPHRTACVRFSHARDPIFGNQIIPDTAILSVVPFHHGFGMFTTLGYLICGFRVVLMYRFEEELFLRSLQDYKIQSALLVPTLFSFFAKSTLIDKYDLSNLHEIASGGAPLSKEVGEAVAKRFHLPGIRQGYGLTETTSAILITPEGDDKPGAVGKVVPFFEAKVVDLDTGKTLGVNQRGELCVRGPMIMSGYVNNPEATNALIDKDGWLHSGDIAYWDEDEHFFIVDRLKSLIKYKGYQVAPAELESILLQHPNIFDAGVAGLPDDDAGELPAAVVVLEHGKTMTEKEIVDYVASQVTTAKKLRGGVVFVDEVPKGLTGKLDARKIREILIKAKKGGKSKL
#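 System: cell-free luciferase reagent; medium: PBS as buffer for the ATP substrate; doses: test compounds dosed from 2 mM stocks in 100% DMSO; incubation: 10 min, room temperature; measured by: luminescence from luciferase reaction; read-out: luciferase activation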
# PMI activator: activators of human phosphomannose isomerase | P34949 | purified human PMI, coupled resazurin fluorescence, 20 min; stronger effect = higher value; 1 = vehicle control, 0 substrate-free wells | activation factor at 20 µM | hit rate 0.005% among 190,000 | AID 1214;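 active = activation factor of 2 or more at 20 µM, relative to plate controls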
# TNAP inh no acc: TNAP (human) inhibition, acceptor-free conditions. P05186. purified TNAP, CDP-star luminescence, 30 min. inhibition, % at 20 µM. hit rate 0.26% among 200,000. AID 1012;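 active = tissue-nonspecific alkaline phosphatase inhibition above about 50% at 20 µM in the single-dose screen, limit read from the data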;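 note: 0% = DMSO negative control and 100% = EDTA positive control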
# Active calls of the source: *.
# Order of values – TNAP inh hi DEA	Diaph inh CS	PMI act satM6P	TNAP act hiacc	Diaphorase act	G6PDH counter	HMGR II inh	FLuc act counter	PMI activator	TNAP inh no acc
1) O=C(O)c1cc2c(cc1Br)OCCCO2
  -4	-4	1.1	1	1	1	-5	1	1	-10
2) COc1ccc(CNc2ncnc3cc(Cl)ccc23)cc1
  -7	16	0.9	1.1	0.8	17	-7	1.1	0.9	-7
3) CCN1C(=O)/C(=C2/Sc3ccc(OC)cc3N2C)SC1=Nc1cccc(O)c1
  4	11	0.9	1	0.9	6	-4	1	0.9	-4
4) CCCCNC(=O)Nc1ccc(Br)cn1
  -1	17	1	1	0.8	3	-3	1	0.9	-4
5) O=C(NCc1ccco1)c1ccc(OCC2CCCO2)cc1 (stereo not drawn)
  -3	15	0.9	1	0.8	13	-13	1	0.9	-8
6) CCOc1ccc(C(=O)Nc2c3c(nn2-c2cccc(C)c2C)CS(=O)C3)cc1 (stereo not drawn)
  -5	12	1	1.1	0.9	1	-1	1.1	0.9	-18
7) Cc1cc(C)nc(NS(=O)(=O)c2ccc(NC(=O)Cn3c(=O)oc4ccccc43)cc2)n1
  -5	13	1	1.1	0.9	-1	2	1.1	1	-13
8) Cn1nc(C(=O)NNC(=O)COc2ccccc2)c2ccccc2c1=O
  -6	17	1	1.1	0.8	3	4	1	1.1	-81
9) Cc1cc2c(c(=O)n1Cc1ccco1)C(c1cccnc1)C(C#N)=C(N)O2 (stereo not drawn)
  -2	11	0.9	1	0.9	16	-4	1	1	-8
10) O=C(CSc1cccc2cccnc12)OCC(=O)c1ccccc1
  -7	16	0.9	1.1	0.8	4	4	1.1	1.1	5
11) Clc1ccc(-c2nnc3ccccn23)cc1
  -4	14	0.9	1	0.9	0	2	1	0.9	-8
12) CCN1CCCC1CNC(=O)C(=O)NCc1ccccc1 (stereo not drawn)
  -2	5	1	1	0.9	3	2	1	1.1	-12
13) Fc1ccc(Cn2c(-c3cscn3)nc3ccccc32)c(Cl)c1
  -5	11	1	1	0.9	7	-5	1	1	-16
14) CC(C)N1CCC(N2CCN(Cc3cc(F)ccc3-n3cccn3)CC2CCO)CC1 (stereo not drawn)
  -2	15	0.9	1	0.8	18	-1	1.1	0.9	-6
15) COC(=O)c1ccc(OC(=O)C2CC(=O)N(c3ccc(C)cc3C)C2)cc1 (stereo not drawn)
  -1	12	0.9	1	0.9	-9	0	1.1	0.9	-7
16) COc1ccc2nc(Nc3nc(-c4ccncc4)cs3)sc2c1
  -2	-5	1.1	1	1.1	0	1	0.7	1	-4
17) CCOC(=O)c1cnn(-c2nc(-c3ccccc3F)cs2)c1C(F)(F)F
  0	3	1	1	1	3	-3	1	1	-4
18) O=C(C1=C[C@@H](c2ccc(C(F)(F)F)cc2)C[C@@H](OCc2ccc(CO)cc2)O1)N1CCOCC1
  -7	26	0.8	1.1	0.7	10	1	1.1	0.9	-7
19) CCCc1[nH]nc2c1C(C1CC=CCC1)C(C#N)=C(N)O2 (stereo not drawn)
  -4	16	0.7	1	0.8	6	5	1.1	0.9	50*
20) O=C(CC1C(=O)NCCN1Cc1ccc(-c2ccccc2)cc1)NCc1ccccc1 (stereo not drawn)
  -5	8	1	1.1	0.9	18	-1	1	1.1	-8

# Brought forward from above: four entries, then new ones.
# Order of values – TNAP inh hi DEA	Diaph inh CS	PMI act satM6P	TNAP act hiacc	Diaphorase act	G6PDH counter	HMGR II inh	FLuc act counter	PMI activator	TNAP inh no acc
17) CCOC(=O)c1cnn(-c2nc(-c3ccccc3F)cs2)c1C(F)(F)F
  0	3	1	1	1	3	-3	1	1	-4
18) O=C(C1=C[C@@H](c2ccc(C(F)(F)F)cc2)C[C@@H](OCc2ccc(CO)cc2)O1)N1CCOCC1
  -7	26	0.8	1.1	0.7	10	1	1.1	0.9	-7
19) CCCc1[nH]nc2c1C(C1CC=CCC1)C(C#N)=C(N)O2 (stereo not drawn)
  -4	16	0.7	1	0.8	6	5	1.1	0.9	50*
20) O=C(CC1C(=O)NCCN1Cc1ccc(-c2ccccc2)cc1)NCc1ccccc1 (stereo not drawn)
  -5	8	1	1.1	0.9	18	-1	1	1.1	-8
21) CC(C)(Oc1ccc(Cl)cc1)C(=O)OCn1nnc2ccccc2c1=O
  -1	17	0.8	1	0.8	36	-6	1	0.8	5
22) Cc1ccsc1C(=O)OCc1nc2ccccc2c(=O)[nH]1
  0	0	1	1	1	-1	-2	1	1	-4
23) O=Cc1cccn1Cc1ccccc1[N+](=O)[O-]
  -2	10	1	1	0.9	0	2	1	1	-6
24) Cc1cccc(N=C2NC(=O)/C(=C/C=C/c3ccco3)S2)c1
  7	27	1.7	0.9	0.7	-22	-5	1	1.4	3
25) COC(=O)c1c(C)[nH]c(C(=O)OCC(=O)N2c3ccccc3NC(=O)C2(C)C)c1C
  -8	18	0.9	1.1	0.8	7	0	1.1	1	-20
26) CCCc1ccc(C(=O)Cn2nc(C(=O)O)c3ccccc3c2=O)cc1
  -8	-2	1.1	1.1	1	-3	-3	0.8	1	-10
27) Cc1ccc2c(c1)N1C(=O)c3ccccc3C1C1=C(CC(C)(C)CC1=O)N2 (stereo not drawn)
  0	9	1.1	1	0.9	1	-2	1.1	1.1	-6
28) CNC(=S)Nc1cc(C(F)(F)F)ccc1Cl
  -3	8	1.1	1	0.9	-1	3	1.1	1.1	-6
29) Cc1csc(NC(=O)C(NC(=O)c2ccccc2F)C(C)C)n1 (stereo not drawn)
  1	-7	1.1	1	1.1	5	3	1	1.1	-4
30) Cc1ccc2c(c1C)NC(C)CC2C (stereo not drawn)
  -1	13	1.3	1	0.9	-9	-1	1	1.1	-11
31) COc1ccc(-c2nnc(SC(C(=O)c3c[nH]c4ccccc34)c3ccccc3)n2N)cc1OC (stereo not drawn)
  -2	8	1	1	0.9	10	4	1	0.9	-6
32) CCc1nnc(NC(=O)CSc2nnc(-c3cc4ccccc4cc3O)n2CCOC)s1
  -4	18	0.9	1	0.8	7	-7	1	0.9	-16
33) Cn1c(N)c(N2CCN(c3ccccc3)CC2)c(=O)[nH]c1=O
  -2	4	1	1	1	8	-1	1.1	1	0
34) COc1ccc(S(=O)(=O)NCC2CCCN(C(=O)c3cccs3)C2)cc1 (stereo not drawn)
  -7	13	1	1.1	0.9	17	-2	1.1	1	-16
35) O=[N+]([O-])c1cc(/C=N/n2cnnc2)ccc1N1CCCC1
  9	14	0.8	0.9	0.9	5	2	1	0.9	-1
36) O=C(COc1ccc(Cl)cc1)N1CCN(c2ncccn2)CC1
  -9	14	1.1	1.1	0.9	8	-11	1.1	1.2	-16
37) O=C(N/N=C1\SCC(=O)N1CCc1ccccc1)c1cccs1
  -4	4	1	1	1	10	1	1	1	-11
38) O=C(Nc1ccc(C(=O)NC2CCCCC2)cc1)c1cccnc1
  -2	-23	1.1	1	1.2	14	-1	1	1.1	3
39) Cn1c(CC(=O)Nc2ccccc2)nnc1SCC(=O)c1ccccc1
  -4	3	1.5	1	1	14	1	1	1.2	-1
40) CN(C)/C=C/C(=O)c1cc(F)cc(C(F)(F)F)c1
  -1	13	0.9	1	0.9	10	0	1.1	0.9	-3
41) c1ccc2c(N3CCOCC3)nc(-c3ccncc3)nc2c1
  1	4	1	1	1	0	1	1	1	-5
42) COc1ccc(C2C(C#N)=C(N)OC3=C2C(=O)CC(C)(C)C3)c(OC)c1OC (stereo not drawn)
  1	14	0.9	1	0.9	10	2	1	0.9	-1
43) Cc1ccc(NC(=O)c2cccc3c2C(=O)N(C2CCCCC2)C3)cc1
  -2	23	0.8	1	0.8	4	2	1	0.8	-2
44) O=C1Nc2ccccc2S/C1=C\C(=O)N1CCCC1
  -1	2	1	1	1	4	0	0.9	1	-6
45) COc1ccc(/C(N)=N/OC(=O)c2ccc(C)c([N+](=O)[O-])c2)cc1OC
  -8	8	1	1.1	0.9	-2	-6	1	1	-10
46) O=c1cc(NC2CCCCCC2)[nH]c(=O)[nH]1
  0	14	0.9	1	0.9	18	0	1	0.9	7
47) O=S(=O)(c1cccc(F)c1)N1CCN(C(=S)NCc2ccccc2)CC1
  -1	23	1	1	0.8	2	-4	1	1	-10
48) COc1ccc(CCNC(=O)Cc2nn(C)c(=O)c3ccccc23)cc1OC
  -4	4	1	1	1	-14	-2	1.1	1	-14
49) Cc1cc(NC(=O)COC(=O)c2cccc(S(=O)(=O)N3CCOCC3)c2)no1
  -10	-13	1.1	1.1	1.1	23	-4	1.1	1.1	-4
50) CCc1ccc(OCc2nnc(SCCN3CCOCC3)n2C)cc1
  -6	18	1.1	1.1	0.8	3	2	1	1	-12
51) N#Cc1c(-c2cccs2)cc(C2CC2)nc1SCC(N)=O
  0	12	0.9	1	0.9	8	-10	1	0.9	-4
52) COc1cccc(/C=N/NC(=O)C(=O)NCc2cccnc2)c1
  -2	14	0.9	1	0.9	5	0	1	0.9	-8
53) N#Cc1sc2nc(-c3cccs3)cc(-c3ccc(F)cc3)c2c1N
  -4	19	0.9	1	0.8	0	0	1.1	1	-11
54) Cn1c(N2CCN(C(=O)NCc3ccccc3)CC2)nc2ccccc21
  -5	8	0.9	1.1	0.9	6	0	1	1	-4
55) COc1ccc(CCNC(=O)c2nnc(Cc3c(F)cccc3Cl)o2)cc1OC
  -4	10	1	1	0.9	1	-2	1.1	1	-12
56) COc1ccccc1-n1c(SCC(=O)Nc2cccc3ccccc23)nc(O)cc1=O
  -3	25	0.9	1	0.7	7	2	1	0.9	-19
57) Cc1nn(Cc2ccccc2Cl)c(C)c1C(=O)Nc1nnc(C2CC2)s1
  -1	19	0.9	1	0.8	2	-1	1.1	0.9	-4
58) CC(=O)c1cc(-c2ccc(F)cc2)n(CCC(=O)Nc2cccc(C)n2)c1C
  0	8	1	1	0.9	11	-1	1	1	-7
59) CCCc1cc(-c2[nH]ncc2-c2ccc(C(=O)OCC)o2)c(O)cc1O
  -3	27	0.8	1	0.7	18	-3	1	0.9	-90
60) CN1C(=O)C(O)(CC(=O)/C=C/c2ccco2)c2ccccc21 (stereo not drawn)
  -3	-2	1.1	1	1	3	-5	1	1.1	-8
61) Cc1cc(NC(=O)CCC(=O)N(CC(=O)NC2CCCC2)c2ccc3c(c2)OCCO3)no1
  -3	19	0.9	1	0.8	2	-3	1	1	-10
62) CN(C)C(=O)COC(=O)[C@H](Cc1ccccc1)NC(=O)c1ccco1
  -9	3	1	1.1	1	2	-4	1.1	1.1	-11

# Screening data (PubChem BioAssay)
